# VLA-4 inh = inhibition in a human VLA-4 binding assay; VLA-4 expressing cells, ligand binding flow cytometry; inhibition, % (about 7 µM as worked out from the volumes in the protocol); 330,000 compounds, 0.2% hits; in the data active means inhibition above about 50%
# Target sequence (P13612 whole entry, looked up): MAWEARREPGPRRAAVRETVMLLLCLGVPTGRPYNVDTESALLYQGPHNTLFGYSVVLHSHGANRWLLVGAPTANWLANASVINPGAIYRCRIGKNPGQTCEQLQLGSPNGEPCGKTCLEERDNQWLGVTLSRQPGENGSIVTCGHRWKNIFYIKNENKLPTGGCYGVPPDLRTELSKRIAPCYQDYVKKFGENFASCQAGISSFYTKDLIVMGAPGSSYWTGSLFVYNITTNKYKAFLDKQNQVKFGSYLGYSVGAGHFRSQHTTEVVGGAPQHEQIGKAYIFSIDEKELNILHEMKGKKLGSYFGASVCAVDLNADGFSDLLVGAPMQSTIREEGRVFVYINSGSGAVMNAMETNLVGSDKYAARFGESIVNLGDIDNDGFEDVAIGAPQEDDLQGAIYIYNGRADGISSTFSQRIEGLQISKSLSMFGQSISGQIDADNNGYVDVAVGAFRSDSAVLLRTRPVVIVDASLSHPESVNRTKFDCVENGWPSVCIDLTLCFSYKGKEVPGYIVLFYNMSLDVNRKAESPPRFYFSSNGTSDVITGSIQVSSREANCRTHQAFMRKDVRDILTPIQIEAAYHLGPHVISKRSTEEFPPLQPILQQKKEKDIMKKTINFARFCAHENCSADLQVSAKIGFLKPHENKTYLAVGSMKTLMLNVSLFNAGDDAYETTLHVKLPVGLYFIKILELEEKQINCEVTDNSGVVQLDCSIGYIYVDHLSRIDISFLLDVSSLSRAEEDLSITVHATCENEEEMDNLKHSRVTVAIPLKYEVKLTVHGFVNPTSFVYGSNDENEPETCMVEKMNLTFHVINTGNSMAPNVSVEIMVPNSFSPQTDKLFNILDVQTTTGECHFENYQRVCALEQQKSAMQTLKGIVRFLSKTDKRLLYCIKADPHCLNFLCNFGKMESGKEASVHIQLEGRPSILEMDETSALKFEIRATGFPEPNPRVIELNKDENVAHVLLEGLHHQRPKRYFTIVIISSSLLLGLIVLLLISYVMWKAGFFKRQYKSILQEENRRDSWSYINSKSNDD
# GLD-1 RNA inh = GLD-1-TGE RNA interaction inhibition (C. elegans); Q17339; purified GLD-1 + fluorescein TGE RNA, fluorescence polarization; 320,000 compounds, 0.44% hits; inhibition, % at 5.96 µM;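 active means percent inhibition above a per-plate cutoff, the plate mean of test compounds plus 3 SD, cut at about 30% in these data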;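 further: 0% = DMSO wells with GLD-1 and probe and 100% = wells lacking GLD-1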
# MCL1 BIM primary = inhibitors of human MCL1 binding to BIM-BH3 peptide; AID 2057; Q07820; 320,000 compounds, 0.68% hits; inhibition, % at 10.9 µM; GST-MCL1 / FITC-Bim-BH3 fluorescence polarization;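 active means inhibition above the mean inhibition of all tested compounds plus 3 SD, set per campaign, cut at about 40% in these data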;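 further: 0% = DMSO wells and 100% = unlabeled Bim-BH3 peptide control; higher means more loss of mP so more displacement of Bim peptide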
# GRK2 inh = inhibitors of human GRK2 displacing RNA aptamer | P25098 | bead flow cytometry, FAM-aptamer displacement from GRK2 | inhibition of aptamer binding, % at 10 µM | 330,000 compounds, 0.59% hits;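 active means inhibition of aptamer binding above 40%, roughly 3 SD of noise, on plates passing a quality check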;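 further: median bead fluorescence of bound FAM aptamer so fluorescent compounds give negative values; no value below 0 was filed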
# MEX-5 binding = C. elegans MEX-5 TCR-2 RNA binding activity | Q9XUB2 | MEX-5/FITC-TCR2 RNA binding, fluorescence polarization; active compounds read low | activity score (negative = inhibition of binding), % at 10 µM | 300,000 compounds, 0.38% hits;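 active means inhibition past about -25% in most replicates, and total fluorescence under double the plate's negative control median, limit read from the data; inconclusive means replicates evenly split on the limit, or fluorescence at least double controls; inactive means too little inhibition in most replicates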;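 further: 0% = DMSO and -100% = 5 µM competing unlabeled TCR2 RNA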
# Yeast superoxide = yeast age-related superoxide inhibition as caloric restriction mimetic. S. cerevisiae aged cells, superoxide DHE fluorescence; active compounds read low. superoxide response (% of plate mean), % at 10 µM. 330,000 compounds, 0.18% hits. AID 2690;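 active means superoxide response under a set limit, about three screen SD below normal, cut at about 65% in these data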;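 further: yeast aged for seven days with compound at 30 °C before DHE staining; 100% = average MFI of all compound-treated wells on the plate with controls excluded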
# AGP1-GFP MLPCN = yeast TOR pathway AGP1-GFP modulation. S. cerevisiae AGP1-GFP multiplex flow cytometry, 3 h; GFP as percent of DMSO wells. AID 2066. GFP response vs DMSO, % at 10 µM. 320,000 compounds, 0.02% hits;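 active means GFP response relative to DMSO above a set limit, near screen average plus 3 SD, cut at about 150% in these data; inconclusive means fewer than 70 cells counted for the yeast strain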;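 further: median GFP channel fluorescence of the gated AGP1 strain per well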
# BCLXL inh = inhibitors of human Bcl-xL; GST-Bcl-xL / FITC-Bim BH3 peptide fluorescence polarization; AID 2129; 320,000 compounds, 0.7% hits; Q07817; inhibition, % at 10.9 µM;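 active means inhibition above the mean of all tested compounds plus 3 SD, cutoff set per campaign, cut at about 30% in these data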;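 further: 0% = DMSO wells and 100% = unlabeled Bim-BH3 peptide competitor; inhibitors lower millipolarization by displacing the labeled peptide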
# CIT2 TOR yeast = yeast TOR pathway CIT2-GFP modulation. S. cerevisiae CIT2-GFP strain, flow cytometry, 3 h; 100 means same as DMSO wells. GFP response vs DMSO, % at 10 µM. 320,000 compounds, 0.065% hits;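 active means GFP response relative to DMSO above a set limit, near the screen mean plus 3 SD, cut at about 150% in these data; inconclusive means Fewer than 70 cells measured for a yeast strain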;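 further: ratio of well median GFP fluorescence to mean of DMSO wells on the plate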
# Numbers without * were called inactive; ? = inconclusive; / = not tested or not shown.
1) CC1CCc2nc(NCCO)nc(C(F)(F)F)c2C1 (stereo not given)
2) C=CCCC(=O)N1CCC(n2nccc2NC(=O)c2ccc(OC)cc2)CC1
3) Cc1ccc(C(=O)N2CCN(c3ccc(Cl)cc3)CC2)cc1
4) O=C(COC(=O)C1CCC(=O)N1)Nc1ccc(Br)cc1 (stereo not given)
5) CCOC(=O)N1CCN(C(=O)c2cccc(NC3=NC4CS(=O)(=O)CC4S3)c2)CC1 (stereo not given)
compound no.	1	2	3	4	5
VLA-4 inh	3	10	15	14	10
GLD-1 RNA inh	3	-5	4	2	-1
MCL1 BIM primary	8	-1	1	-2	3
GRK2 inh	2	0	0	0	1
MEX-5 binding	-4.4	-0.4	1.1	0.7	0.2
Yeast superoxide	89	99	107	89	116
AGP1-GFP MLPCN	105	?	91	98	/
BCLXL inh	8	6	7	3	0
CIT2 TOR yeast	/	?	85	102	96

6) COc1ccc(/C=C(\C#N)C(=O)Nc2cccc(C)n2)cc1
7) Cn1cnc([N+](=O)[O-])c1S(=O)(=O)c1cccc(Cl)c1
8) CC1CN(C(=O)Nc2cccc(C(F)(F)F)c2)CC(C)O1 (stereo not given)
9) COCCCNC(=S)Nc1ccc(C)cc1
10) Cc1nc(C(=O)NCC(=O)c2ccccc2)c(C(F)(F)F)o1
compound no.	6	7	8	9	10
VLA-4 inh	2	5	12	-12	-1
GLD-1 RNA inh	3	1	2	1	6
MCL1 BIM primary	-1	-11	4	5	7
GRK2 inh	0	0	0	0	0
MEX-5 binding	-2.2	-0.9	-0.7	2.6	-0.1
Yeast superoxide	106	128	93	92	104
AGP1-GFP MLPCN	96	123	102	103	103
BCLXL inh	4	4	2	3	-1
CIT2 TOR yeast	95	106	100	93	90

# 5 structures out of the list, arranged by formula weight, rising:
6) COc1ccc(/C=C(\C#N)C(=O)Nc2cccc(C)n2)cc1
7) Cn1cnc([N+](=O)[O-])c1S(=O)(=O)c1cccc(Cl)c1
10) Cc1nc(C(=O)NCC(=O)c2ccccc2)c(C(F)(F)F)o1
3) Cc1ccc(C(=O)N2CCN(c3ccc(Cl)cc3)CC2)cc1
5) CCOC(=O)N1CCN(C(=O)c2cccc(NC3=NC4CS(=O)(=O)CC4S3)c2)CC1 (stereo not given)
compound no.	6	7	10	3	5
VLA-4 inh	2	5	-1	15	10
GLD-1 RNA inh	3	1	6	4	-1
MCL1 BIM primary	-1	-11	7	1	3
GRK2 inh	0	0	0	0	1
MEX-5 binding	-2.2	-0.9	-0.1	1.1	0.2
Yeast superoxide	106	128	104	107	116
AGP1-GFP MLPCN	96	123	103	91	/
BCLXL inh	4	4	-1	7	0
CIT2 TOR yeast	95	106	90	85	96

# Next results:
11) Cn1c(=O)n(C)c2cc(/C=N/NC(=O)c3cc4cc(Br)ccc4o3)ccc21
12) CC1(C)COC(c2cccn2Cc2ccc(F)cc2Cl)=N1
13) CC(C)Cc1ccc(C(C)C(=O)Nc2nccs2)cc1 (stereo not given)
14) Nc1cc(N)nc(SCC(=O)N2CCc3ccccc32)n1
15) CC(=O)Cc1nsc(NC(=O)c2oc(-c3ccccc3Cl)cc2C)n1
compound no.	11	12	13	14	15
VLA-4 inh	-10	7	0	1	-5
GLD-1 RNA inh	2	4	2	5	7
MCL1 BIM primary	-18	7	4	-4	4
GRK2 inh	17	2	1	2	0
MEX-5 binding	2.9	-0.1	-1.4	1.9	-0.8
Yeast superoxide	100	104	127	118	133
AGP1-GFP MLPCN	96	102	100	/	96
BCLXL inh	-9	2	1	1	-1
CIT2 TOR yeast	93	102	95	99	100

16) Cn1cc(CCCC(=O)NCc2ccccc2)c2ccccc21
17) Cc1cc(C)cc(NC(=O)C2CCN(S(=O)(=O)c3c(C)n[nH]c3C)CC2)c1
18) O=C(N/N=C/c1ccc([N+](=O)[O-])cc1)c1ccccc1OCc1ccccc1
19) CC1Cc2ccccc2N1C(=O)CN1C(=O)C(=O)N(Cc2ccccc2)C1=O (stereo not given)
20) COc1ccc(C2C(C(C)=O)=C(O)C(=O)N2c2nccs2)c(OC)c1 (stereo not given)
compound no.	16	17	18	19	20
VLA-4 inh	16	3	14	18	-1
GLD-1 RNA inh	-3	-1	0	-3	9
MCL1 BIM primary	-1	-9	-5	0	3
GRK2 inh	0	1	2	4	0
MEX-5 binding	-1.8	0.2	-0.7	2.0	-0.3
Yeast superoxide	104	90	86	92	100
AGP1-GFP MLPCN	99	93	98	98	99
BCLXL inh	4	0	2	3	1
CIT2 TOR yeast	94	86	91	103	101

21) O=C(NCCCCNC(=O)c1cccs1)c1cccs1
22) O=C(O)C1=CC(=C(c2ccc(O)c(C(=O)O)c2)c2ccc(O)c(C(=O)O)c2)C=CC1=O
23) COC(C(=O)Nc1ccc(F)c(F)c1)c1ccccc1 (stereo not given)
24) O=C(NNC(=O)c1ccccc1C(=O)O)c1ccc(-c2ccccc2)cc1
25) CCC(C)Nc1nc2ccccc2n2c(C)nnc12 (stereo not given)
compound no.	21	22	23	24	25
VLA-4 inh	12	7	3	-8	-2
GLD-1 RNA inh	-5	92*	2	4	-3
MCL1 BIM primary	-8	108*	-1	-2	10
GRK2 inh	0	99*	2	0	2
MEX-5 binding	2.3	/	0.9	0.1	-0.2
Yeast superoxide	72	96	105	122	93
AGP1-GFP MLPCN	101	102	105	99	113
BCLXL inh	-7	76*	2	1	6
CIT2 TOR yeast	96	86	104	104	108

# The list goes on, starting with the last two of the part before.
24) O=C(NNC(=O)c1ccccc1C(=O)O)c1ccc(-c2ccccc2)cc1
25) CCC(C)Nc1nc2ccccc2n2c(C)nnc12 (stereo not given)
26) CCOc1ccc(CN(C)CC(=O)Nc2ccc3c(c2)CCC3)cc1OC
27) CC1(C)COC(/C=C/c2cccc([N+](=O)[O-])c2)=N1
28) O=C(CC1CCCC1)Nc1ccc(Br)cc1
29) COc1ccc(-c2csc(N3CCC(C(N)=O)CC3)n2)cc1
30) NC(=O)COC(=O)CC12CC3CC(CC(C3)C1)C2
compound no.	24	25	26	27	28	29	30
VLA-4 inh	-8	-2	3	22	-11	0	12
GLD-1 RNA inh	4	-3	-1	-8	-5	5	6
MCL1 BIM primary	-2	10	1	-1	2	/	7
GRK2 inh	0	2	0	1	0	11	1
MEX-5 binding	0.1	-0.2	0.0	0.3	3.5	/	3.1
Yeast superoxide	122	93	100	102	95	103	107
AGP1-GFP MLPCN	99	113	97	99	86	/	103
BCLXL inh	1	6	0	-1	3	/	-2
CIT2 TOR yeast	104	108	79	88	86	/	106

31) Cn1c(SCC(=O)Nc2ccc(C(N)=O)cc2)nnc1-c1cccs1
32) CCNc1nc(NC(C)(C)C)nc(SC(C(C)=O)C(C)=O)n1
33) COc1cccc(NC(=O)c2ccc(N3C(=O)C4CC=C(C)CC4C3=O)cc2)c1 (stereo not given)
34) CCN(C(C)=O)c1cccc2ccccc12
35) COc1ccc(S(=O)(=O)N(C)C)cc1NC(=O)[C@H](Cc1ccccc1)N1C(=O)c2ccccc2C1=O
compound no.	31	32	33	34	35
VLA-4 inh	10	9	1	37	13
GLD-1 RNA inh	-4	2	0	5	4
MCL1 BIM primary	-2	11	-3	1	-22
GRK2 inh	2	2	3	0	8
MEX-5 binding	1.5	-1.4	2.6	0.6	3.7
Yeast superoxide	87	99	103	122	95
AGP1-GFP MLPCN	110	106	89	101	104
BCLXL inh	-3	10	0	2	1
CIT2 TOR yeast	114	95	99	106	105

36) O=C(CN1CCN(C(=O)c2ccccc2)CC1)Nc1ccc(Cl)cc1F
37) COc1ccc(NC2=NCC(=O)N2Cc2cccs2)cc1
38) Cc1ccc(NC(=O)CN(C)S(=O)(=O)c2cccc3cccnc23)c(C)c1
39) COc1ccc(-c2cc(C(=O)NCC(c3ccccc3)N(C)C)c3ccccc3n2)cc1OC (stereo not given)
40) COc1ccc(-c2nc(CS(=O)CC(=O)NCc3ccc(Cl)cc3)c(C)o2)cc1 (stereo not given)
compound no.	36	37	38	39	40
VLA-4 inh	-8	-1	6	-2	-23
GLD-1 RNA inh	6	-5	1	-4	-3
MCL1 BIM primary	3	2	-1	1	6
GRK2 inh	0	5	0	0	0
MEX-5 binding	-3.0	1.8	2.0	3.0	5.4
Yeast superoxide	86	106	99	90	104
AGP1-GFP MLPCN	100	89	99	102	100
BCLXL inh	4	-2	-3	7	5
CIT2 TOR yeast	106	87	89	102	105

41) COc1cc(/C=N/OCC(=O)Nc2ccc(OC(F)F)cc2)ccc1OCc1ccccc1
42) CCOC(=O)Cc1ccc(NC(=O)c2ccccc2Br)cc1
43) O=C(OCc1nnc(-c2ccccc2)o1)c1cc(S(=O)(=O)N2CCOCC2)c(Cl)cc1Cl
44) CNC(=O)CSc1nnc(C2CC2)n1-c1ccccc1
45) Nn1c(=O)c2ccccc2n2c(SCc3ccccc3)nnc12
compound no.	41	42	43	44	45
VLA-4 inh	6	0	6	4	0
GLD-1 RNA inh	-11	6	1	8	0
MCL1 BIM primary	-16	4	-3	-4	6
GRK2 inh	2	1	4	1	1
MEX-5 binding	0.0	2.3	0.0	2.6	2.3
Yeast superoxide	88	119	94	96	97
AGP1-GFP MLPCN	102	92	100	102	85
BCLXL inh	-2	4	4	1	6
CIT2 TOR yeast	102	93	101	107	95

46) Cc1noc(C)c1COc1ccc(C(=O)NCCc2ccccn2)cc1
47) CC(=O)N/C(=N/c1nc(C)cc(C)n1)Nc1ccc(F)cc1F
48) CCCn1c(CN2CCN(C)CC2)nc2ccccc21
49) COC(=O)C1C(c2ccccc2)NC(=O)NC1(O)C(F)(F)Cl (stereo not given)
50) O=C(Nc1ccccc1)NC1CCN(Cc2ccccc2)CC1
51) O=c1cc(CNCCCO)c2ccccc2[nH]1
52) COC(=O)CN(c1cc(C(F)(F)F)ccc1Cl)S(C)(=O)=O
compound no.	46	47	48	49	50	51	52
VLA-4 inh	8	3	14	39	0	4	3
GLD-1 RNA inh	3	-2	-4	0	-27	4	4
MCL1 BIM primary	4	2	5	2	-10	2	2
GRK2 inh	0	0	4	0	0	0	0
MEX-5 binding	0.9	-0.3	/	-8.7	-1.2	-1.8	-0.2
Yeast superoxide	103	89	109	67	109	101	92
AGP1-GFP MLPCN	96	93	99	107	95	97	101
BCLXL inh	4	1	3	1	5	3	3
CIT2 TOR yeast	101	88	100	108	95	99	104

# Entries above with a nitro group on carbon (three):
7) Cn1cnc([N+](=O)[O-])c1S(=O)(=O)c1cccc(Cl)c1
18) O=C(N/N=C/c1ccc([N+](=O)[O-])cc1)c1ccccc1OCc1ccccc1
27) CC1(C)COC(/C=C/c2cccc([N+](=O)[O-])c2)=N1
compound no.	7	18	27
VLA-4 inh	5	14	22
GLD-1 RNA inh	1	0	-8
MCL1 BIM primary	-11	-5	-1
GRK2 inh	0	2	1
MEX-5 binding	-0.9	-0.7	0.3
Yeast superoxide	128	86	102
AGP1-GFP MLPCN	123	98	99
BCLXL inh	4	2	-1
CIT2 TOR yeast	106	91	88

# Screening results from PubChem BioAssay.
